Compound activity: PubChem BioAssay, several laboratories
Yfh1-depleted yeast – enhancers of respiration in Yfh1-depleted yeast, dose response, Friedreich's ataxia, plus single-dose screen (AID 1465). actives 0.074% (n = 220,000). one-dose fold induction at 50 µM; EC50 in µM for titrated hits. S. cerevisiae Yfh1-off respiration, WST-1 reduction, 72 h; higher fold induction means a stronger effect;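 active = fold induction of absorbance versus untreated yeast above a set limit, then at least 30% activation at any dose in follow-up; inconclusive = repeats straddling the limit, or above it without dose testing; inactive = fold induction below the set limit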;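 also: activators that raise dye reduction in frataxin-depleted yeast; strong numbers were not always called active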
XIAP antagonists – small molecules displacing peptide from XIAP – biochemical, IAP family, fluorescence polarization (AID 1018). displacement, % at 20 µM; hits with a dose series show IC50 in µM. actives 0.007% (n = 200,000). XIAP BIR domain, fluorescence polarization peptide displacement; higher % means a stronger effect; in the data active = displacement above about 50%; also: a part of the inactive calls stands beside numbers as strong as those of hits
RSV CPE inhibition – RSV antiviral activity via CPE protection, HEp-2 cells, primary 10 µM value included (AID 2391); HEp-2 cells, RSV-induced CPE inhibition; higher % means a stronger effect; CPE inhibition, % at 10 µM, or IC50 in µM where a hit was titrated; actives 0.13% (n = 310,000); in the data active = a potency from the dose series; inconclusive = CPE inhibition mostly from about 23% at the one dose, without a potency; inactive = the rest, 99 in 100 with CPE inhibition below about 21%; also: strong numbers were not always called active
West Nile virus CPE – West Nile virus antiviral activity, cell-based, CPE readout (AID 1621). West Nile virus-infected cells, CPE inhibition; higher % means a stronger effect. CPE inhibition, % at 10 µM; hits with a dose series show IC50 in µM. actives 0.02% (n = 290,000); in the data active = a potency from the dose series; inconclusive = CPE inhibition mostly from about 3.7% at the one dose, without a potency; inactive = the rest, 99 in 100 with CPE inhibition below about 2.2%; also: strong numbers were not always called active
NS5 inhibitors – flavivirus cap methylation enzyme inhibition – biochemical, confirmation dose response, primary screen (AID 588689); inhibition, % at 25 µM; hits with a dose series show IC50 in µM; Dengue-2 NS5 methyltransferase capping enzyme assay, biochemical; higher % means a stronger effect; actives 0.3% (n = 340,000); in the data active = a potency from the dose series; inconclusive = inhibition above about 29% without an active follow-up result
WT yeast gro inh – growth inhibition of WT yeast, mitochondrial fusion screen; mitochondrial fusion phenotypic screen, WT strain; inhibition, % at 10 µM; actives 2.1% (n = 190,000); AID 1362; in the data active = inhibition above about 58%; tested in S. cerevisiae
Large T inhibition – SV40 large T antigen inhibitors, biochemical (AID 1903). one-dose inhibition, % at 20 µM; IC50 in µM for titrated hits. SV40 large T antigen ATPase/helicase inhibition assay; higher % means a stronger effect. actives 0.39% (n = 310,000); in the data active = a potency from the dose series; inconclusive = inhibition mostly from about 32% at the one dose, without a potency; inactive = the rest, 99 in 100 with inhibition below about 32%; also: strong numbers were not always called active
CSM14.1 death rescue – protection against thapsigargin-triggered cell killing – 384-well, CSM14.1, ATP luminescence, primary screen (AID 1222). one-dose cellular ATP content (survival), % at 20 µM; EC50 in µM for titrated hits. 190,000 tested, under 10 active. CSM14.1 thapsigargin-induced death rescue, ATP luminescence; higher % means a stronger effect;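 active = EC50 below 50 µM in the dose-response confirmation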;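 also: death triggered by thapsigargin at about 15 µM added after 2 h compound pretreatment; cell ATP read after overnight thapsigargin exposure of roughly 18 to 22 hours; normalized against plate controls of thapsigargin alone and 5% DMSO vehicle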
UTI89 phage lysis – inhibition of K1F phage lysis, E. coli UTI89, bacterial capsule biogenesis inhibitors, alamar blue (AID 488966). E. coli UTI89 K1F phage lysis, alamar blue, 2 h; higher % means a stronger effect. inhibition, % at 100 µM, or IC50 in µM where a hit was titrated. actives 0.02% (n = 340,000);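 active = phage lysis inhibition, versus mean bacterial control, above a set limit; inconclusive = no clear call, values can overlap the other calls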;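 also: capsule biogenesis inhibitors block K1F phage lysis so surviving cells raise fluorescence; higher fluorescence means more inhibition of phage lysis; actives were called in the ten point dose series up to 300 µM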
WT yeast gro inh mutant strain – second read-out of WT yeast gro inh, no call of its own (marks repeat the call); inhibition, %; mitochondrial fusion phenotypic screen, mutant strain inhibition
NS5 inhibitors pilot replicate – recorded beside NS5 inhibitors, whose call it bears; inhibition, %; measured here: pilot screen replicate inhibition
* hit, by the source's call; i = inactive; ? = inconclusive; / = not tested or not shown; [ ] = dose if it differs, or a comment. Outcome played no part in choosing rows; overall some 2.2% were active at least once.

SMILES	Yfh1-depleted yeast	XIAP antagonists	RSV CPE inhibition	West Nile virus CPE	NS5 inhibitors	WT yeast gro inh	WT yeast gro inh mutant strain	Large T inhibition	CSM14.1 death rescue	UTI89 phage lysis	others
Cc1cc(C=O)c(C)n1-c1ccc(N2CCCC2)c([N+](=O)[O-])c1	i	-7.2%	22.2%	0.0%	5.4%	-4.5	-28.9	2.3%	-2.0%	-0.3%
NNC(=O)c1ccc2nc(-c3ccc(Br)cc3)cn2c1	i	-6.6%	-2.1%	-0.6%	-1.5%	70.7*	66.4*	12.2%	/	4.2%
COc1ccc(C(=O)NCC(=O)NCC(=O)OCc2ccc(Br)cc2)cc1	i	-13.3%	-2.8%	0.6%	-3.8%	1.9	0.0	11.4%	0.4%	0.1%
N#CCCCn1c(=O)oc2ccccc21	i	-4.5%	0.3%	0.0%	3.5%	-2.8	-5.0	/	0.1%	0.3%
CC(C)(C)N(Cc1ccccc1)C(=O)c1ccc(Cl)cc1[N+](=O)[O-]	i	-4.8%	3.0%	-1.1%	-2.7%	4.0	-22.7	9.0%	-0.4%	-0.1%
COc1ccc(NC(=O)CSc2nnc(COc3ccccc3)n2Cc2ccco2)cc1OC	i	-3.0%	4.2%	-0.5%	-2.9%	-16.7	2.5	1.7%	-0.1%	-0.1%
CS(=O)(=O)N1N=C(c2ccco2)CC1c1ccc(Cl)cc1Cl (stereo unspecified)	i	-3.5%	5.5%	-1.1%	-9.2%	16.6	16.9	6.2%	-0.3%	1.0%
Cc1ccc(OCc2nnc(SCC(=O)c3cccs3)n2-c2ccccc2)cc1C	i	-5.8%	1.2%	2.0%	-13.6%	-4.3	6.5	7.5%	-0.2%	-0.6%
Nc1cccc(-c2cc(-c3ccccc3)nc(-c3cccc(N)c3)n2)c1	i	0.0%	11.6%	1.6%	1.3%	-29.2	-16.1	5.2%	4.9%	1.7%[50 µM]
COc1cc(NS(=O)(=O)N2CCCC2)cc(OC)c1OC	i	-16.3%	0.2%	-0.2%	-2.7%	0.2	5.5	1.4%	-1.2%	2.5%
Cc1ccc(-n2nnnc2C(Cl)c2nnnn2-c2ccc(C)cc2)cc1	i	1.0%	/	-0.9%	-38.0%	74.2*	65.5*	7.2%	-3.2%	-0.8%
O=C(Nc1ccc(Cl)cc1Cl)c1cccc(N2C(=O)C=CC2=O)c1	/	/	1.8%	/	-3.9%	/	/	21.1%	/	-0.4%[50 µM]
O=C(O)CCCC(=O)Nc1ccc(C(=O)N2CCCCC2)c(Cl)c1	/	-1.6%	1.5%	0.5%	0.8%	-3.5	-11.3	3.4%	-2.8%	2.4%
O=C(NCc1ccccc1)NC(=O)c1ccncc1	i	-2.3%	1.4%	1.0%	-4.1%	25.9	-0.8	1.6%	-1.7%	9.8%
N/C(=N\OS(=O)(=O)c1ccc(Cl)cc1)c1ccncc1	i	-3.0%	-0.4%	-0.2%	-5.6%	-11.8	-17.2	13.1%	1.6%	1.5%
CCc1nnc(NC(=O)CSc2nnc(-c3ccco3)n2C)s1	i	-16.7%	2.0%	-0.2%	0.0%	-12.2	1.7	6.2%	6.2%	0.3%
CCN(Cc1ccccc1)S(=O)(=O)c1ccc(C(=O)Nc2nnc(C)o2)cc1	/	/	-1.6%	2.7%	-1.3%	/	/	-6.8%	/	0.2%
CCOC(=O)c1cnc2c(Cl)c(Cl)ccc2c1N1CCN(C)CC1	i	-21.7%	-0.4%	0.8%	-9.6%	3.1	5.0	6.2%	-0.6%	6.9%
COc1ccc(CCNC(=O)c2ccc3c(c2)S(=O)(=O)N=C2CCCCCN23)cc1	/	/	-2.2%	/	-3.7%	/	/	6.6%	/	1.5%[50 µM]
Cc1cc(NC(=O)CCC(=O)N(CC2CCCO2)C(C(=O)NC2CCCC2)c2ccccc2C)no1 (stereo unspecified)	i	/	1.1%	-0.1%	-0.8%	/	/	/	/	1.4%
COc1ccc(S(=O)(=O)N2CCOCC2)cc1NC(=O)c1cc2c(s1)CCCC2	i	-7.2%	1.4%	-0.8%	1.5%	16.0	-19.5	1.2%	-2.2%	2.9%
O=C(Nc1ccc(F)cc1Cl)C1=COCCO1	/	/	-1.4%	/	-14.1%	/	/	2.9%	/	0.9%[50 µM]
COC(=O)c1c(/N=C/N(C)C)sc2c1CCN(c1ncc(C(F)(F)F)cc1Cl)C2	i	-1.4%	-1.4%	-0.6%	-3.3%	-2.5	0.3	3.5%	-2.6%	0.2%
Cc1cccc(C(=O)O)c1NC(=O)c1ccc(F)cc1	i	-4.8%	1.2%	0.5%	0.0%	-7.4	2.3	0.9%	-0.1%	2.8%
CC(C)CCn1c(N2CCC(C(N)=O)CC2)nc2c1c(=O)[nH]c(=O)n2C	i	-3.7%	0.5%	0.8%	2.5%	6.6	13.6	4.0%	-0.9%	3.1%
O=C(NCC(=O)N1CCC(N2CCCCC2)CC1)C1CCCCC1	i	-6.4%	0.7%	0.3%	1.3%	6.7	7.2	4.6%	-2.7%	0.2%
COc1ccccc1N1CCN(C(c2cccs2)c2nnnn2C2CCCC2)CC1 (stereo unspecified)	i	-1.3%	1.7%	-0.5%	0.0%	20.1	-0.4	14.2%	-1.2%	1.3%
COC(=O)CN(c1ccc(F)cc1)S(=O)(=O)c1ccc2c(c1)OCCO2	i	-4.2%	0.1%	0.4%	-4.9%	-6.3	-3.8	2.1%	-1.2%	0.5%
CCOc1ccc(C2C(C(=O)Nc3ccc(F)cc3)=C(C)Nc3nc(CCCO)nn32)cc1 (stereo unspecified)	i	-0.1%	-0.2%	0.2%	4.3%	13.2	5.7	8.0%	0.8%	0.7%
CCN1C(=O)c2cccc3c(NC(=O)c4ccc(S(=O)(=O)N(C)C)cc4)ccc1c23	i	-1.5%	1.8%	0.5%	-11.6%	9.1	-1.6	/	/	-0.1%
C#CCSc1nnc(-c2ccc(C)cc2)o1	i	-4.8%	0.8%	0.4%	-9.4%	-32.6	17.1	6.2%	-3.3%	0.1%
O=P(c1ccccc1)(c1ccccc1)c1cc(S(=O)(=O)O)ccc1O	/	/	0.7%	-0.4%	-2.6%	/	/	11.4%	/	2.4%[50 µM]
COc1cccc(CN2CC(C(=O)N(C)C3CCOCC3)CCC2=O)c1 (stereo unspecified)	/	/	0.0%	-0.2%	-7.9%	/	/	10.7%	/	0.0%
Cc1ccc(CNC(=O)C(=O)NCC(c2ccco2)N2CCOCC2)cc1 (stereo unspecified)	i	-17.8%	1.9%	0.2%	-7.1%	-26.6	8.6	23.6%	-1.1%	0.1%[50 µM]
Cc1ccc(OCCn2c(C)nc3ccccc32)cc1	/	/	0.7%	-2.0%	-5.0%	/	/	4.3%	/	1.3%
COc1ccccc1-c1cnnc(N/N=C/c2ccc(-c3cccc(Br)c3)o2)n1	i	-3.7%	6.9%	0.8%	-0.7%	14.1	-0.6	6.5%	-1.4%	1.4%
CCOc1ccccc1C(=O)Nc1ccc(S(=O)(=O)Nc2cc(OC)nc(OC)n2)cc1	/	/	1.4%	0.0%	-7.4%	/	/	19.4%	/	0.2%
Cc1ccc(N(CC(=O)NCc2ccccc2)C(=O)CCC(=O)Nc2nccs2)cc1	/	/	0.5%	-0.8%	-2.4%	/	/	8.7%	/	0.5%
Cc1ccccc1C(=O)NC1CCN(Cc2nnnn2Cc2ccccc2)CC1	i	-6.3%	0.7%	-0.6%	-3.2%	-10.3	4.5	8.2%	/	0.2%
Fc1ccc(Cn2nnnc2C(c2cccs2)N2CCN(C3CCCCC3)CC2)cc1 (stereo unspecified)	i	-11.3%	-2.2%	-1.6%	-10.9%	19.6	12.4	12.7%	-2.0%	0.2%
Cc1cc(N)c2cc(NC(=O)/C=C/c3ccccc3Cl)ccc2n1	i	/	-4.3%	-1.9%	0.0%	/	/	8.7%	/	>75µM*
CCC(CC)NC(=O)Cc1ccccc1[N+](=O)[O-]	i	-1.3%	1.1%	-0.2%	17.7%	5.5	10.8	2.5%	-1.4%	-0.3%
CC(/C=C/c1ccc2c(c1)OCO2)=N/NC(=O)c1cccnc1	i	-5.3%	0.5%	-0.7%	-6.3%	-25.3	-8.7	12.0%	-0.6%	0.0%
Cc1ccc(Oc2ncc(-c3ccc(Cl)cc3)cn2)cc1	i	-2.4%	0.8%	0.0%	2.0%	3.5	3.8	7.4%	0.3%	0.8%
O=C(CN1CCN(S(=O)(=O)/C=C/c2ccccc2)CC1)Nc1ccc(N2CCOCC2)cc1	i	-4.2%	0.2%	?	-12.4%	9.0	-6.3	-10.8%	0.2%	0.2%
COc1ccccc1N1CCN(C(=O)CSc2nc3ccccc3c(=O)n2CC2CCCO2)CC1 (stereo unspecified)	/	-16.0%	2.0%	/	-1.9%	-16.9	-6.3	4.2%	-1.8%	1.1%
COc1ccccc1N(CC(=O)NCCSC(C)(C)C)S(C)(=O)=O	i	-1.2%	1.4%	-0.8%	-0.7%	2.4	-16.1	7.7%	-1.5%	0.8%
COCCNC(=O)C(c1ccco1)N(C(=O)Cn1nnc2ccccc21)c1cc(C)ccc1C (stereo unspecified)	i	-4.5%	1.0%	-0.3%	1.6%	-7.2	-2.1	21.2%	-1.3%	4.0%
Cc1cc(C)n2nc(NCc3ccccc3)nc2n1	i	-2.4%	0.6%	-0.3%	-2.0%	47.1	40.9	7.5%	0.1%	0.5%	NS5 inhibitors pilot replicate=-3.8
CCN(CC)C(=O)/C(=C/c1cn(S(=O)(=O)N(C)C)c2ccccc12)NC(=O)c1ccc(OC)cc1	i	-5.5%	-1.7%	-0.8%	-7.8%	4.2	5.1	6.7%	-5.4%	0.1%
Cc1[nH]nc(SCC(=O)N2CCOCC2)c1[N+](=O)[O-]	i	1.2%	-0.3%	2.0%	-8.7%	-5.9	-8.2	4.8%	0.5%	2.2%[50 µM]
CCCOC(=O)c1ccc(NC(=O)CC(C)(C)C)cc1	i	-4.8%	6.5%	-0.9%	2.7%	-0.4	-4.1	/	-3.5%	0.2%
Cc1cc(Cl)ccc1NC(=O)CCC(=O)N/N=C/c1cc([N+](=O)[O-])ccc1O	i	-5.7%	0.8%	-0.8%	-5.4%	-10.3	-4.4	-4.2%	-2.9%	-0.1%
CCOc1ccc(NC(=O)CN2CCN(CC(=O)c3ccc(OC)c(OC)c3)CC2)cc1	i	-3.3%	0.6%	0.1%	/	7.5	8.7	0.1%	-4.0%	0.5%
CCc1nc2c(sc3nc4c(cc32)COC(C)(C)C4)c(=O)n1Cc1ccco1	i	0.9%	?	0.0%	-10.1%	0.8	-23.9	1.6%	3.2%	-0.4%
